EWS-Fli block: EWS/Fli transcriptional activity inhibition; A673 NR0B1-luciferase reporter, viability-normalised; inhibition, % at 12.6 µM; 0.67% of 350,000 active; AID 651661;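 active = mean inhibition of at least 50% after viability correction, with every replicate also passing that limit; inconclusive = mean reaches 50% but only one of two replicates passes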;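 also: firefly luciferase signal divided by Alamar Blue viability fluorescence both relative to DMSO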
GSIS activator: primary screen for activators of insulin secretion dependent on glucose, INS-1E cells, GLuc reporter luminescence | activation, % at 16.6 µM | INS-1E GLuc reporter insulin secretion, 2-3 h | 0.61% of 370,000 active;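 active = lowest replicate activation of at least 40%, so every replicate reaches that level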;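 also: 0% = median of neutral control wells and 100% = median of IBMX positive control wells; some compounds called inactive have numbers as strong as hits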
ERp5 inh: inhibitors of human ERp5; Q15084; ERp5 insulin aggregation, absorbance 650 nm, 90 min; inhibition, % at 9.99 µM; 0.05% of 350,000 active; AID 651711;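 active = mean replicate inhibition above about 25%, with every replicate also reaching it, limit read from the data, passing the limit was not always enough; inconclusive = only one of those two criteria met; inactive = neither criterion met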
Target sequence (Q15084 whole entry, looked up): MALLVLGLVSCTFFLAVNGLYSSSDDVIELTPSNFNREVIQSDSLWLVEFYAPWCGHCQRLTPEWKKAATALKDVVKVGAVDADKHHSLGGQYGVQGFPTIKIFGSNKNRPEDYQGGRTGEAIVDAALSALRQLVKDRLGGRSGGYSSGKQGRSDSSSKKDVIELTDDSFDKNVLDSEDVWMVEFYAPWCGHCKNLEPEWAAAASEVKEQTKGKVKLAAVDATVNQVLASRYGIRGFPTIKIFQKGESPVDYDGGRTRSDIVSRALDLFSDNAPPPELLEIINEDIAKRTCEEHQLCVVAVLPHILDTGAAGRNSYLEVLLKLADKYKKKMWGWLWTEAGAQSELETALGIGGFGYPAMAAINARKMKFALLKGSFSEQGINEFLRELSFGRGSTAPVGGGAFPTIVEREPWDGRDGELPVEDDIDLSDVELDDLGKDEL
DENV2 CPE rescue: inhibitors of DENV2 cytopathic effect; DENV2-infected cells, cytopathic effect rescue, plate reader; CPE inhibition, % at 9.99 µM; 1.7% of 350,000 active; AID 651640; in the data active = CPE inhibition above about 20%, passing the limit was not always enough; inconclusive = no clear call, values can overlap the other calls; tested in BHK-21 cells;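 also: 0% = median of neutral control wells and 100% = median of positive control wells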
PAX8 inh HTS: PAX8 transcriptional activity inhibition | AID 652154 | RMG-I TPO-luciferase reporter, SteadyGlo, 24 h | inhibition, % at 12.6 µM | 1.2% of 360,000 active;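 active = mean replicate inhibition at least 60% with every replicate also reaching 60%; inconclusive = only one of the two criteria is met; inactive = mean below 60% and not all replicates reaching 60%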;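 also: luciferase light reporting Pax8 driven TPO promoter activity; plate controls were median of neutral control wells for no effect and mitoxantrone controls for full effect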
CFTR F508del cor: correctors of CFTR F508del function in bronchial epithelial cells | CFBE cells, YFP halide quenching; stimulated with forskolin plus potentiator P3; % fluorescence drop versus neutral controls | 0.36% of 350,000 active | AID 720511 | activity (quench increase), % at 7.58 µM;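 active = mean added fluorescence quench of at least 8% versus neutral control, with both replicates also reaching 8%; inconclusive = only one of the mean or replicate conditions met; inactive = mean below 8% and not both replicates reaching 8%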;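 also: cells transiently co-express mutant CFTR-F508del with the halide-sensitive YFP; corrector assay measuring rescue of mutant channel to the surface after 24 h compound exposure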
ARNT TACC3 PPI: ARNT/TACC3 interaction disruption; AlphaScreen His-ARNT PAS-B/GST-TACC3 binding, luminescence; TACC3 fragment carries E629A point mutation; inhibition, % at 9.99 µM; 0.66% of 390,000 active;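 active = mean inhibition of replicates at least 50% and at least half of replicates each reaching 50%; inconclusive = half or more replicates reach 50% but mean below 50%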;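 also: 0% = complete ARNT plus TACC3 wells and 100% = ARNT alone without TACC3; many hits fall short of the cut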
Xi reactivation: reactivates the inactive X chromosome in mouse fibroblasts; activation, % at 7.58 µM; XiGFP mouse fibroblasts, % GFP-positive cells imaging, 3 d; cells co-treated with 5-aza-dC sensitizer; scaled so ellipticine positive control = 100%; 0.055% of 360,000 active; AID 743238;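 active = mean normalized replicate activation at least 10% and every replicate at or above 10%; inconclusive = only one of the two criteria met; inactive = mean below 10% and not all replicates reach 10%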;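 also: 0% = median of on-plate neutral control wells and 100% = ellipticine 6 µM median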
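Assay system: SV40-immortalized XiGFP fibroblast cells, line 68-5-11; buffer or medium: DMEM plus 5-aza-dC sensitizer; compound: one concentration, pinned; timing: compounds 3 days, fix/stain 15 min at room temperature; benchmarks: positive control ellipticine, 6 µM final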
* = called active by the depositor; ? = inconclusive; / = not tested or not shown; & = joins results of further samples.

Results follow in this order: EWS-Fli block, GSIS activator, ERp5 inh, DENV2 CPE rescue, PAX8 inh HTS, CFTR F508del cor, ARNT TACC3 PPI, Xi reactivation
[1] O=C(O)c1ccc(/C=C2/SC(=S)N(Cc3ccccc3)C2=O)cc1
  -9, -1, 3, -5, -14, -0.4, -8, 0.0
[2] CCN(CC)CCCNc1oc(/C=C/c2ccccc2)nc1C#N
  -11, /, -8, 8, -16, -2.7, /, 0.0
[3] Nc1nc(Cl)cc(N2CCCC2)n1
  -18, 48, 0, -1, 5, -0.2, -1, 0.0
[4] CCCC(=O)Nc1ccc2c(c1)C(=O)N(C)C[C@@H](OC)[C@@H](C)CN(C(=O)c1ccccn1)[C@H](C)CO2
  8, 3, 2, -5, -11, 0.5, 21, 0.0
[5] CCC(C)N(C(=O)CSc1ccc(NC(C)=O)cc1)C1CCS(=O)(=O)C1 (stereo not drawn)
  7, 5, -3, 2, -5, 3.0, -4, 0.1
[6] Cc1c(C(=O)N2CCN(C3CCS(=O)(=O)C3)CC2)oc2c(F)cccc12 (stereo not drawn)
  6, 13, -1, ?, 19, -3.0, /, 0.0
[7] CCCCN(CCCC)CCCNC(=O)c1ccc2nc(-c3ccccc3NC(C)=O)c(=O)[nH]c2c1
  4, -7, 0, 4, 25, -1.8, 1, 0.1
[8] CO[C@@H]1CN(C)C(=O)c2ccc(NC(=O)c3nc4ccccc4s3)cc2OC[C@@H](C)N(Cc2ccccc2)C[C@H]1C
  -7, -1, 6, -5, 36, -0.4, 17, 0.0
[9] COCC(=O)Nc1ccc2c(c1)[C@H]1C[C@@H](CC(=O)NCc3ccccc3)O[C@H](CO)[C@H]1O2
  -1, 7, -8, -7, -11, 0.5, -10, 0.0
[10] Cc1ccnc(NS(=O)(=O)c2ccc(NC(=O)Cc3ccc(Cl)cc3)cc2)n1
  2, -3, 2, 11, -7, -1.8, 10, 0.1
[11] CC(=O)NCCNC(=O)C1Cc2c(-c3cccc(NC(C)=O)c3)ccnc2O1 (stereo not drawn)
  -11, -18, 3, 0, 8, 1.2, /, 0.1
[12] CC(C)CC1Nc2ncnc(N3CCN(c4ccccn4)CC3)c2N(Cc2ccc(Cl)cc2)C1=O (stereo not drawn)
  4&-1, /, -3&-5, 1, 0&20, 1.1&-1.5, 2, 0.0&-0.2
[13] COc1cc(C(=O)N(C)CCOc2ccccc2)ccc1OCC(=O)Nc1cccc(C(F)(F)F)c1
  31, -22, 9, -9, 27, -2.1, 1, 0.3
[14] Cc1ccc(C)c(N(C(=O)c2csnn2)C(C(=O)NC2CCCC2)c2cccnc2)c1 (stereo not drawn)
  -11, 8, -2, 2, -11, -1.8, -24, 0.0
[15] COC(=O)c1cc(S(=O)(=O)N2CCN(C(=O)c3ccco3)CC2)cn1C
  -16, 20, -11, -1, -4, 2.6, -16, 0.0
[16] C/C(=N/O)c1ccc(N2C(=O)C3C4C=CC(C3C2=O)C2C3C(=O)N(c5ccc(/C(C)=N/O)cc5)C(=O)C3C42)cc1 (stereo not drawn)
  -31, 19, 0, -1, 13, -0.3, /, 0.2
[17] CC(=O)Nc1ccc2c(c1)N(C(C)=O)c1ccccc1CC2
  6, 0, 2, -6, 15, -3.5, -5, 0.0
[18] N#C[C@H]1[C@@H](c2ccc(C3=CCCC3)cc2)[C@H](CO)N1C(=O)c1cccc(F)c1
  1, -5, 3, 16, 14, -2.8, -11, 0.0
[19] CCN(CC)C(=O)c1ccc(COc2ccccc2Cl)o1
  -10, -2, 1, 7, 0, 0.5, 1, 0.0
[20] Cc1c(CN2CCC(n3nccc3NC(=O)CCc3ccccc3)CC2)cnn1C
  6, 3, 10, 19, -8, 1.9, -10, 0.0
[21] CCOc1ccc(OCC)c(S(=O)(=O)NCc2ccc3c(c2)OCO3)c1
  1, -9, 1, 4, -6, -4.5, -4, 0.0
[22] COc1ccccc1CN1CC[C@@H]2[C@@H](CO)Nc3ccc(C#Cc4ccccc4)cc3[C@@H]21
  3, 1, 5, -33, 3, -5.5, 17, 0.0
[23] O=C(Nc1cccc(F)c1)N1CCCCN2[C@H](CO)[C@H](c3ccc(-c4ccccc4F)cc3)[C@H]2C1
  59*, -17, -1, -2, ?, -0.8, 7, -0.1
[24] CN1N=C(C(=O)Nc2ccc3c(c2)CCC3)CCC1=O
  -13, -2, -6, 0, -52, 0.0, -11, 0.1
[25] O=C(NCCCN1CCOCC1)c1cccc(S(=O)(=O)Nc2cc(Cl)ccc2Cl)c1
  9, -6, 8, -5, 10, 2.5, -4, -0.1
[26] CC(C)n1nnnc1SCC(=O)Nc1ccccc1F
  -7, 0, 3, -1, -10, 0.2, -3, 0.1
[27] N#CCSc1nccc(/C=C/c2ccccc2)n1
  -44, 11, 3, 15, 10, 2.5, -18, 0.0
[28] COc1ccc(CNC(=O)CN(C(=O)CCC(=O)Nc2ccccn2)c2cccc(C)c2)cc1
  -7, -17, -1, -2, -15, 0.7, -6, 0.0
[29] COCCN(Cc1ccccc1)C(=S)Nc1ccc(Cl)cc1
  1, -41, -2, 2, 20, 0.5, -5, 0.0
[30] O=C1C=C(OCCCl)CC(c2cccc(Cl)c2)O1 (stereo not drawn)
  -12, 8, -4, 3, 1, -5.7, /, 0.0
[31] CS(=O)(=O)N1c2ccccc2[C@]2([C@@]34C[C@H]5C(=O)N[C@@H](Cc6ccccc6)C(=O)N5[C@@H]3N(S(C)(=O)=O)c3ccccc34)C[C@H]3C(=O)N[C@@H](Cc4ccccc4)C(=O)N3[C@H]12
  13, 0, 0, -11, -5, 0.0, /, 0.1
[32] Cc1ccc2c(=O)cc(C(=O)NCCc3ccc(S(N)(=O)=O)cc3)oc2c1C
  7, -3, 5, 12, 6, 3.2, -5, 0.0
[33] O=C1C=C(O)c2[nH]c(=O)ccc2C1=O
  -4, -6, 7, -3, 23, -0.4, 36*, 0.2
[34] C[C@@H]1CCCCO[C@H](CN(C)C(=O)Nc2ccccc2)[C@H](C)CN([C@H](C)CO)C(=O)c2cc(NC(=O)Cc3ccccc3)ccc2O1
  5, -30, 3, 2, -35, -1.2, -13, 0.1
[35] C[C@@H]1CN([C@@H](C)CO)C(=O)c2cc(NC(=O)C3CCCCC3)ccc2O[C@@H]1CN(C)Cc1ccc(C(=O)Nc2ccccc2N)cc1
  49, 0, 2, 9, /, -1.5, 2, -1.1
[36] CC(C)(C)[C@H]1C=C(C(=O)NC2CC2)O[C@@H](OCc2ccc(CO)cc2)C1
  0&17, /, 1&7, ?, 0&-11, 0.0&-1.0, -2&14, 0.0
[37] CCOc1ccc(S(=O)(=O)N2CCN(C(=O)c3ccc(C)c(S(=O)(=O)N4CCOCC4)c3)CC2)cc1
  14, /, -3, 18, 38, 3.4, -22, 0.1
[38] C[C@@H]1CN([C@H](C)CO)C(=O)Cc2cc(NS(=O)(=O)c3ccc(F)cc3)ccc2O[C@@H]1CN(C)CC1CC1
  6, 24, 3, -1, 1, 1.7, -6, -0.1
[39] O=C(O)c1ccc(C=NNC(=O)c2cccc3ccccc23)cc1
  3, 8, -3, -6, -5, -0.7, 1, 0.0
[40] O=C(C[C@H]1C=C[C@H](NC(=O)Nc2ccc3c(c2)OCO3)[C@H](CO)O1)NCc1ccc2c(c1)OCO2
  -13, 17, 7, -7, -16, 0.8, 3, 1.3

Random excerpt: three compounds from above, in no set order.
Results follow in this order: EWS-Fli block, GSIS activator, ERp5 inh, DENV2 CPE rescue, PAX8 inh HTS, CFTR F508del cor, ARNT TACC3 PPI, Xi reactivation
[33] O=C1C=C(O)c2[nH]c(=O)ccc2C1=O
  -4, -6, 7, -3, 23, -0.4, 36*, 0.2
[34] C[C@@H]1CCCCO[C@H](CN(C)C(=O)Nc2ccccc2)[C@H](C)CN([C@H](C)CO)C(=O)c2cc(NC(=O)Cc3ccccc3)ccc2O1
  5, -30, 3, 2, -35, -1.2, -13, 0.1
[25] O=C(NCCCN1CCOCC1)c1cccc(S(=O)(=O)Nc2cc(Cl)ccc2Cl)c1
  9, -6, 8, -5, 10, 2.5, -4, -0.1

Some of these compounds in order of their number in ARNT TACC3 PPI, high to low:
| cpd | Structure | GSIS activator | ERp5 inh | DENV2 CPE rescue | CFTR F508del cor | ARNT TACC3 PPI |
| --- | --- | --- | --- | --- | --- | --- |
| 4 | CCCC(=O)Nc1ccc2c(c1)C(=O)N(C)C[C@@H](OC)[C@@H](C)CN(C(=O)c1ccccn1)[C@H](C)CO2 | 3 | 2 | -5 | 0.5 | 21 |
| 35 | C[C@@H]1CN([C@@H](C)CO)C(=O)c2cc(NC(=O)C3CCCCC3)ccc2O[C@@H]1CN(C)Cc1ccc(C(=O)Nc2ccccc2N)cc1 | 0 | 2 | 9 | -1.5 | 2 |
| 1 | O=C(O)c1ccc(/C=C2/SC(=S)N(Cc3ccccc3)C2=O)cc1 | -1 | 3 | -5 | -0.4 | -8 |

Next structures:
Results follow in this order: EWS-Fli block, GSIS activator, ERp5 inh, DENV2 CPE rescue, PAX8 inh HTS, CFTR F508del cor, ARNT TACC3 PPI, Xi reactivation
[41] COc1ccccc1Nc1nc(N)nc(CSC(=S)N2CCCCC2C)n1 (stereo not drawn)
  /, -2, /, /, 13, /, -1, -0.1
[42] CNC[C@@H]1Oc2cc(C#CC(C)C)ccc2S(=O)(=O)N([C@H](C)CO)C[C@H]1C
  22, 6, 6, -2, -13, -1.2, 1, -1.1
[43] COCc1cc(N2CCNC[C@H]2C)ccc1N1CCS(=O)(=O)CC1
  -12, -2, 0, ?, -11, 3.3, /, 0.3
[44] Cc1ccc(C)c(OCC(=O)Nc2ccc3c(c2)OCO3)c1
  -14, /, -1, ?, /, 1.8, 0, /
[45] COc1ccc(-c2nn(CCC#N)cc2C=C(C#N)C#N)cc1
  4, 10, 1, 1, 12, 1.1, -5, -0.2
[46] COc1ccc(C(=O)NCC(=O)N2CC=C(c3ccccc3)CC2)cc1OC
  -1, 7, 2, -6, 19, 1.7, -3, -0.1
[47] COc1ccc(/C=C/c2nc3ccccc3n2C)cc1
  81*, -2, -7, 6, 88*, -1.2, 34, 0.0
[48] O=C(Nc1ccc(Cl)c(Cl)c1)Nc1ccc(N2CCCC2)c(S(=O)(=O)Nc2ccccc2Cl)c1
  /, -4, /, /, 32, /, 3, 0.2
[49] COc1cc2c(cc1OC)C(C1(O)CCCCC1)NCC2 (stereo not drawn)
  -1, -2, 1, -1, 2, -1.6, 6, 0.0
[50] COc1ccc(Br)cc1CNC(=O)C1CCCN(S(=O)(=O)N2CC(C)CC(C)C2)C1 (stereo not drawn)
  /, -26, 1, 0, 36, 1.3, -8, 0.3
[51] Cc1cc(=O)oc(C)c1C(=O)NCCC(C)C
  -9, 7, -4, -1, /, 2.6, -26, /
[52] C[C@@H]1CN([C@H](C)CO)C(=O)c2cc(NC(=O)Cc3ccccc3)ccc2O[C@@H](C)CCCCO[C@@H]1CN(C)C(=O)C1CCCCC1
  0, -20, -3, 5, 17, -4.9, -3, 0.1
[53] O=C(COc1ccc2ccc(=O)oc2c1)NC1CCS(=O)(=O)C1 (stereo not drawn)
  4, /, 3, 0, 0, -0.1, /, 0.0

Outcome played no part in choosing rows. Share with any hit: about 4.2%.
